GLP1R cytotox: cytotoxicity counter-screen for GLP-1 receptor inverse agonists; HEK293 cAMP-luciferase reporter cells, luminescence, 24 h; Potency, µM (series often up to 38.3 µM), for the others: at the highest dose activity change, negative = inhibition, most hits filed as inhibitors; actives 0.13% (n = 410,000); AID 624418;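 further: loss of luciferase light is scored as toxicity; potency means the concentration at half of the fitted maximal effect; on the % scale 0 is the no-effect control and ±100 the full control effect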
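Cells in DMEM/10% Nu serum/1% pen-strep, 1536-well format. Pre-incubated 12 h, dosed with 23 nL compound, incubated a further 24 h. Luciferase detection, 12 min at room temp, luminescence.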
aSyn rescue: inhibitors of alpha-synuclein toxicity in yeast; Potency, µM (highest dose often 46.1 µM), for inactives: top-dose growth rescue (activation), most hits filed as activators; AID 652106; Yeast expressing alpha-synuclein, growth rescue, BacTiter-Glo, 24 h; actives 0.14% (n = 370,000); further: potency means the concentration at half of the fitted maximal effect; % of control where 0% means no effect; nearly all actives have a fitted effect of over 65% in size
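Rescue of yeast growth: cells expressing toxic alpha-synuclein, induced in galactose at OD600 0.02, incubated with compound 24 h at 30 C. ATP luminescence quantified growth; inhibitors of toxicity appear as activators.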
Abeta yeast res: A-beta toxicity reversal in yeast; yeast expressing A-beta42, growth rescue, OD600, 48 h; response scale: 0% DMSO, 100% iron-clioquinol control; Potency, µM (series often up to 46.1 µM), for the others: at the highest dose growth rescue, most hits filed as activators; actives 0.063% (n = 410,000); AID 1347071; further: potency means the concentration at half of the fitted maximal effect; nearly all actives have a fitted effect of over 55% in size
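Yeast growth medium received pinned compounds, then yeast cells expressing toxic A-beta were added; plates incubated at 30 C for 48 hr. Growth read as absorbance at 600 nm, normalized to DMSO and equimolar FeCl3 plus clioquinol controls.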
FUS suppressor: suppressors of FUS proteinopathy in yeast. S. cerevisiae FUS-expressing, growth rescue, OD600, 24 h. Potency, µM (doses to about 76.6 µM), inactives show at the top dose growth rescue (activation), usual class: activators. actives 0.24% (n = 390,000);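 further: potency means the concentration at half of the fitted maximal effect; plate controls were DMSO vehicle for no effect and reference control for full effect; nearly all actives have a fitted effect of over 55% in size; some results filed as inactive show a strong effect at the top dose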
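Cultures pregrown in 2.5% raffinose medium are shifted to minimal medium containing 2% galactose to express toxic FUS. Compounds are tested at several concentrations. After 24hr at 30C, growth is quantified at 600 nm absorbance.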
PTHR1 ag: activates the human parathyroid hormone receptor PTHR1 | HEK293 GP2 PTHR1 cells, GloSensor cAMP luminescence, 1 h | Potency, µM (titrated, usually from 115 µM), for inactives: top-dose activation, most hits filed as activators | actives 0.075% (n = 410,000) | AID 743266; further: potency means the concentration at half of the fitted maximal effect; nearly all actives have a fitted effect of over 55% in size; some results filed as inactive show a strong effect at the top dose; inactives centre near -15; many of its hits are not listed in these tables
Target sequence (Q03431 whole entry, looked up): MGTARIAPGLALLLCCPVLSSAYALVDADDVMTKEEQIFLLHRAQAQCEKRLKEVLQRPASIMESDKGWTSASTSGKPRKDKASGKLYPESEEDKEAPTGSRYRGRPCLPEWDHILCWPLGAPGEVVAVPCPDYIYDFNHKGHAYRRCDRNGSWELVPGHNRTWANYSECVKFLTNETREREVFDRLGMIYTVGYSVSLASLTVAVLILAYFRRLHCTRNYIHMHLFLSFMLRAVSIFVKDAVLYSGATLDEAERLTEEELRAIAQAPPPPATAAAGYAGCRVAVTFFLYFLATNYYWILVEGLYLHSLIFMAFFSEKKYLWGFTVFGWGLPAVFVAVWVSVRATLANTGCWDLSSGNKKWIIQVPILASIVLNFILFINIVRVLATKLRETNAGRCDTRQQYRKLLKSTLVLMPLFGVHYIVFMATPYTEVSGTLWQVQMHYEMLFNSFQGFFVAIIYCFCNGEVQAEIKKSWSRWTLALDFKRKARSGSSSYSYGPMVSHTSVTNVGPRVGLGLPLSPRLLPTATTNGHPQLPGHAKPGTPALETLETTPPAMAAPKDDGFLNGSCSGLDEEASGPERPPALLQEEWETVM
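HEK-293-derived GP2 cells expressing PTHR1 and a GloSensor cAMP reporter, 3,000/well, plated overnight, given luciferin plus IBMX (each 0.5 mM as added) for 1 h at 37 °C, then compound for 1 h at 37 °C. Luminescence was read after 15 min at room temperature.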
Mm-Cpn inhibitor: blocks the Methanococcus maripaludis chaperonin Mm-Cpn | actives 0.031% (n = 330,000) | purified Mm-Cpn ATPase, ADP Transcreener TR-FRET | Potency, µM (highest dose often 76.9 µM), for inactives: at the top dose activity, negative = inhibition, hits mostly inhibitors; further: potency means the concentration at half of the fitted maximal effect; on the % scale 0 is the no-effect control and ±100 the full control effect; nearly all actives have a fitted effect of over 80% in size
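Quantitative HTS used 25 nM Mm-CPN and 10 uM ATP in magnesium/KCl Tris buffer, pH 7.4, with 1 mM DTT. Hydrolysis ran 30 min at 37°C; ADP was read by HTRF.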
TDP-43 yeast inh: TDP-43 toxicity inhibition in yeast; Potency, µM (doses to about 46.1 µM), for inactives: at the top dose growth rescue (activation), hits mostly activators; actives 1.8% (n = 410,000); TDP-43 expressing yeast growth rescue, BacTiter-Glo, 24 h; AID 652104; further: potency means the concentration at half of the fitted maximal effect; % of control where 0% means no effect; nearly all actives have a fitted effect of over 50% in size
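Yeast expressing TDP-43 (pregrown in raffinose, seeded at OD600=0.02 in galactose medium) exposed to compounds 24 hr at 30 deg C. Growth read by BacTiter-Glo luminescence; rescue of toxicity appears as increased signal.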
pAkt inh: inhibitors of Akt phosphorylation; actives 0.32% (n = 360,000); activity change, % for hits at 50 µM; Neuro2A IGF-stimulated pAkt S473 HTRF, 20 min; active compounds read low; in the data active means activity change below about -80%; inconclusive means mostly about -51% to -80%; further: on the % scale 0 is the no-effect control and ±100 the full control effect
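Neuro2A cells (4,500/well, DMEM with 0.5% FBS) were treated with compound at a single 50 µM final concentration, stimulated with 6 nM IGF for 20 min at 37 °C, and lysed. Phospho-Akt Ser473 was read by HTRF as 665/615 ratio ×10^4.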
GLP1R inv ag: inverse agonists of human GLP-1 receptor; actives 1.6% (n = 410,000); HEK293 GLP-1R CRE-luciferase, luminescence, 24 h; GLP-1R form is constitutively active; Potency, µM (highest dose often 38.3 µM), without a hit: top-dose activity change, negative = inhibition, usual class: inhibitors; P43220; further: potency means the concentration at half of the fitted maximal effect; on the % scale 0 is the no-effect control and ±100 the full control effect; nearly all actives have a fitted effect of over 55% in size
Target sequence (P43220 whole entry, looked up): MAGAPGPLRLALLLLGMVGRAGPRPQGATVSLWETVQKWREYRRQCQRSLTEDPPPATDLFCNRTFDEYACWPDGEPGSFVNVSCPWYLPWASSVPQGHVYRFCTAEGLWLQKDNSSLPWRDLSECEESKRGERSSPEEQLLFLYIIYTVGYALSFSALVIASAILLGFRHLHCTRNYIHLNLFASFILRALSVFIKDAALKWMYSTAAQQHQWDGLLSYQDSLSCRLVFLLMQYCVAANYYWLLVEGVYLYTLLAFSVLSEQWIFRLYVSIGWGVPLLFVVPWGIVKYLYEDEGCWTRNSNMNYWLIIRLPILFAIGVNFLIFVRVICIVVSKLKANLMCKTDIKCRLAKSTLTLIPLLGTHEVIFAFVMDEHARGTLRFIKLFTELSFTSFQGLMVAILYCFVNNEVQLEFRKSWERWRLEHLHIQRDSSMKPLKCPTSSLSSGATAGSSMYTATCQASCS
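Assay principle: reduced luminescence from a cAMP-responsive reporter in HEK293 cells co-expressing a constitutively active GLP-1R. Conditions: 24 hr compound incubation, 37 deg C, 5% CO2.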
* = called active by the depositor; i = inactive; ? = inconclusive; · = no result given; [ ] = dose if it differs, or a comment. Unless noted, the call rests on the fitted dose curve; in most records, active means well fitted curve in the direction sought with a large enough effect; inconclusive means small, poorly fitted or top-dose-only effect, or another doubt; inactive means no such curve, though single readings can be large; an effect the other way counts as inactive or inconclusive. These rows are one share of the data. The share of hits here may be higher or lower than overall.

SMILES	GLP1R cytotox	aSyn rescue	Abeta yeast res	FUS suppressor	PTHR1 ag	Mm-Cpn inhibitor	TDP-43 yeast inh	pAkt inh	GLP1R inv ag
CCCCC(CC)C(=O)NCc1ccccc1OC (stereo not drawn)	-8%	1%	8%	7%	-14%[57.5 µM]	0%	0%	i	0%
CC12CCC(=O)N1C(C(=O)Nc1nccs1)CS2 (stereo not drawn)	-3%	0%	17%	-17%	i	1%	-20%	i	0%
COC(=O)[C@@]12C[C@@H](CC(=O)NCc3cccc(C(F)(F)F)c3)C(=O)N(CCc3ccc(OC)c(OC)c3)C1=CCC(C)(C)C2	-14%	23%	3%	?	-13%	·	?	i	?
Cc1ccc(OCC(=O)Nc2ccc3nc(SCC(N)=O)sc3c2)cc1	-5%	·	-17%	0%	-3%	·	11%	·	14%
C#CCNC(=O)C[C@@H]1C[C@@]2(C(=O)OC)CCCCC=C2N(CCCCCCCC)C1=O	4%	?	6%	?	i	·	0%	i	?
Cc1cccc(NC(=O)c2nc[nH]c2C(=O)N[C@H](C)CO)c1	1%	-14%	-6%	2%	-5%	·	0%	i	24%
O=[N+]([O-])c1ccc(COn2nnc3ccccc32)cc1	-16%	1%	-3%	11%	-7%	0%	·	i	19%
CC(C)C1C(=O)N(Cc2cn(Cc3ccco3)nn2)CCS(=O)(=O)N1Cc1ccc(-c2ccccc2)cc1 (stereo not drawn)	6%	1%	-23%	?	-14%	·	?	i	?
CCn1c(=O)n(CC)c2cc(S(=O)(=O)Nc3ccccc3C)c(C)cc21	-17%	-1%	2%	23%	-25%	0%	-21%	-89%*	3%
COc1ccc(CN2C(=NC(=O)C3CC3)SC3CS(=O)(=O)CC32)cc1 (stereo not drawn)	-1%	0%	8%	15%	i	-7%	-13%	i	15%
Cc1cccnc1NC(=O)c1ccc(Cl)c(S(=O)(=O)N2CCCCCC2)c1	2%	-6%	-18%	14%	i	-1%	-19%	i	?
COC1=C(Nc2ccc(O)cc2)C(=O)c2ccccc2C1=O	?	-12%	-44%[inhibitor]	12%	i	-11%	?	i	-11%
Cc1ccc(C(O)(COC(=O)C(C)C)COC(=O)C(C)C)c(O)c1	-5%	12%	-32%[inhibitor]	19%	-3%	·	14%	i	6%
Cn1c(=O)cc(SCC(=O)Nc2cccc(C#N)c2)c2ccc(Cl)cc21	-8%	·	-13%	-12%	i	·	5%	·	1%
O=C(NC1CC1)c1ccc2c(c1)N(Cc1ccc(Cl)cc1)CCS2	-27%	9%	11%	29%	-11%	-22%	8%	i	?
Cc1ccc(Nc2nc(Cl)nc(N(C)C#N)n2)cc1	-25%	-8%	-13%	-9%	-6%[57.5 µM]	-1%	?	i	6%
COC(=O)c1ccc(N2CCN(c3ccccc3)CC2)c(N)c1	-7%	-5%	5%	10%	-29%	-3%	10%	i	8%
C[C@@H]1CCCCO[C@@H](CN(C)C(=O)CCCN(C)C)[C@@H](C)CN([C@H](C)CO)C(=O)c2cc(NC(=O)CCC(F)(F)F)ccc2O1	5%	-1%	-6%	-3%	-21%	·	25%	i	8%
CCCNc1ncnc2sc(C)c(C)c12	-16%	-27%	-22%	-5%	-75%[inhibitor][57.5 µM]	-1%	?	i	50%[activator]
CCCCCCCCN1C(=O)[C@H](CC(=O)NCc2ccc(C)o2)C[C@@]2(C(=O)OC)CCCCC=C12	3%	7%	3%	?	-28%	·	16%	i	?
CCC(Sc1nc2c(c(=O)[nH]1)CCC2)C(=O)Nc1cccc(OC)c1 (stereo not drawn)	-18%	-5%	-1%	29%	i	-2%	-2%	·	6%
CC1(NC(=O)Cn2cc(C(F)(F)F)ccc2=O)CCS(=O)(=O)C1 (stereo not drawn)	22%	-7%	-2%	·	i	-2%	19%	i	25%
O=c1cc(CN2CCN(c3ccccc3F)CC2)c2c(ccc3ccccc32)o1	3%	14%	16%	34%	-34%[inhibitor]	·	?	i	-2%
CC(C)C(OC(=O)c1ccco1)C(=O)NCc1ccc2c(c1)OCO2 (stereo not drawn)	12%	2%	10%	19%	-24%	0%	-1%	i	-4%
Cc1ccc(-n2c(SCC(=O)O)nc3sc4c(c3c2=O)CC(C)(C)SC4)cc1	2%	-1%	-12%	-26%	i	·	-10%	i	1%
SMILES	GLP1R cytotox	aSyn rescue	Abeta yeast res	FUS suppressor	PTHR1 ag	Mm-Cpn inhibitor	TDP-43 yeast inh	pAkt inh	GLP1R inv ag
COc1cccc(CNC(=O)c2ccc(CS(=O)(=O)Cc3ccc(C)cc3)o2)c1	6%	25%	-3%	27%	-24%	4%	-19%	i	8%
C=CCN(CC=C)C(=S)NC(=O)c1ccc([N+](=O)[O-])cc1	?	?	7%	0%	-24%	1%	7%	i	?
Cc1cc(C)c(NC(=O)C2CCCN2C)c(C)c1 (stereo not drawn)	-22%	2%	4%	-32%	-12%	1%	-2%	-101%*	-30%
CC(C)Nc1nc(-c2ccncc2)nc(-c2ccc(Cl)cc2)c1C#N	3%	1%	-6%	-1%	i	1%	-4%	i	-5%
COc1cccc(OC)c1NC(=O)NC(=O)c1c(OC)c(Br)cc([N+](=O)[O-])c1OC	2%	9%	3%	12%	i	0%	-11%	i	-1%
COCC(=O)NC1CCCCCC1	5%	-5%	10%	6%	i	2%	3%	i	18%
CCCNC(=O)COC(=O)c1ccc(-c2ccccc2)cc1	-2%	3%	23%	19%	-20%	-10%	?	i	0%
C/C=C/c1cccc(-c2nc(C(=O)N3CCOCC3)cc3c2[C@@H](CCO)N(C(=O)NC(C)C)C3)c1	5%	-2%	-14%	2%	1%	·	9%	i	11%
COc1ccc(Cc2nc(C(=O)NCc3ccccc3OC)cs2)cc1	16%	-6%	23%	11%	-21%	-2%	?	i	29%
COc1ccc(N(Cc2cc3cccc(C)c3[nH]c2=O)C(=O)c2cccc(Cl)c2)cc1	4%	·	-9%	-11%	-3%	·	?	·	6%
O=S(=O)(Nc1ccon1)c1ccc(Br)cc1	4%	0%	28%	17%	-3%	-5%	?	i	20%
O=C(c1cc(Cl)ccc1Cl)N1CCN(c2ccccn2)CC1	-3%	9%	-10%	·	i	1%	21%	i	16%
CCN(CC)S(=O)(=O)c1ccc2oc(SCC3CN=C(c4ccc(OC)cc4)S3)nc2c1 (stereo not drawn)	-3%	3%	8%	31%	-15%[57.5 µM]	-15%	?	i	?
O=C(O)c1ccccc1OCCOCCOc1ccccc1C(=O)O	-6%	?	4%	-13%	i	0%	-14%	i	0%
O=C(O)c1ccc(NC(=O)c2cccc(C(=O)Nc3ccc(C(=O)O)cc3)c2)cc1	8%	-13%	-9%	8%	i	-6%	22%	i	3%
Cc1ccc(COc2ccsc2-c2n[nH]c(=S)n2C)cc1	-14%	·	18%	-10%	i	0%	4%	·	10%
CCOc1ccc(N(C(C)C(=O)NCCSc2ccc(C)cc2)S(C)(=O)=O)cc1 (stereo not drawn)	-5%	·	21%	?	-18%	·	0%	·	-17%
COc1ccc(NC(=O)CN2C(=O)NC3(CCCC3)C2=O)cc1OC	17%	-4%	?	30%	i	-2%	-3%	i	-4%
CC(NC(=O)Nc1ccccc1)C(c1cccs1)N1CCOCC1 (stereo not drawn)	-1%	4%	1%	-19%	i	?	0%	i	-11%
CCOc1ccc(CCNC(=O)c2cc3c(s2)-c2c(C)cccc2OC3)cc1	-4%	·	-17%	-26%	?	·	10%	·	-15%
O=C1Nc2cc(Cl)c(Cl)cc2N(O)N1c1ccccc1Cl	0%[7.66 µM]	0%	-5%	18%	i	-1%	0%[9.22 µM]	i	-16%[7.66 µM]
O=C(NCCc1c[nH]c2ccccc12)/C(=C/c1cccnc1)NC(=O)c1cccs1	-11%	-8%	2%	5%	-19%	2%	0%	i	3%
Cc1ccc2oc(C(=O)NC3CCS(=O)(=O)C3)c(C)c2c1 (stereo not drawn)	-6%	-6%	-12%	3%	-2%	-5%	14%	i	23%
Cc1ccnc(N2CCCC(C(=O)NCc3cccs3)C2)n1 (stereo not drawn)	1%	-1%	31%	-3%	-11%[57.5 µM]	0%	29%	i	1%
CCC(C)NC(=O)c1c(C)oc2nc(C)nc(N3CCOCC3)c12 (stereo not drawn)	-12%	·	-6%	-19%	-13%	·	19%	·	7%
CCc1ccc(/C(C)=N/NC(=O)c2c[nH]c3ccccc23)s1	5%	-7%	-2%	32%	i	1%	-22%	i	15%
COc1ccc(CNC(=O)c2cccc(S(=O)(=O)N3CCCCC3)c2)cc1OC	-3%	-3%	-15%	30%	-89%[inhibitor]	-1%	6%	i	-25%
CC1CC(C)CN(S(=O)(=O)c2ccc(C(=O)N3CCN(c4ccccc4)CC3)cc2)C1 (stereo not drawn)	3%	6%	-11%	?	?	-2%	-4%	i	10%
O=C(O)Cc1ccc(NC(=O)c2ccc(NC(=O)c3ccco3)cc2)cc1	0%	-10%	1%	?	-9%[57.5 µM]	-2%	-14%	i	2%

Shown with values under each structure: three of the compounds above
Values run as follows: GLP1R cytotox, aSyn rescue, Abeta yeast res, FUS suppressor, PTHR1 ag, Mm-Cpn inhibitor, TDP-43 yeast inh, pAkt inh, GLP1R inv ag
COc1ccc(CNC(=O)c2cccc(S(=O)(=O)N3CCCCC3)c2)cc1OC
→ -3%, -3%, -15%, 30%, -89%[inhibitor], -1%, 6%, i, -25%
O=C(O)c1ccc(NC(=O)c2cccc(C(=O)Nc3ccc(C(=O)O)cc3)c2)cc1
→ 8%, -13%, -9%, 8%, i, -6%, 22%, i, 3%
COc1ccc(Cc2nc(C(=O)NCc3ccccc3OC)cs2)cc1
→ 16%, -6%, 23%, 11%, -21%, -2%, ?, i, 29%
